HCMV antiviral – qHTS Assay for inhibitors of the human cytomegalovirus (HCMV). AID 1259415, 2018. activity change, negative = inhibition, % at 57.5 µM. HFF cells, HCMV-luciferase reporter, 72 h; hits give low values. 410,000 compounds, 4.5% hits; in the data active means activity change below about -60%; inconclusive means no clear call, values can overlap the other calls; inactive means above about -39%
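Human foreskin fibroblasts infected with luciferase-reporter HCMV at MOI 1 PFU/cell, compounds at two doses. Luciferase measured 72 h post infection; normalized to buffer-only basal and Salinomycin (10uM) controls.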
TbPYK inhibitor – qHTS of Trypanosoma Brucei Inhibitors; pyruvate kinase (Trypanosoma brucei), Q57TT1; TbPYK enzyme, Kinase-Glo Plus ATP luminescence, 45 min; Potency, µM (highest dose often 76.8 µM), for inactives: at the top dose activity, negative = inhibition, hits mostly inhibitors; 410,000 compounds, 0.12% hits; further: potency means the concentration at half of the fitted maximal effect; nearly all actives have a fitted effect of over 50% in size
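Luminescence from Kinase-Glo Plus, added after a 45-minute room-temperature reaction, served as the end-point read-out. The enzyme and substrate were preincubated with compound before ADP (130 uM final) initiated turnover. Concentration-effect curves came from normalized qHTS data.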
LmPK inhibitor – qHTS Assay for Inhibitors of Leishmania Mexicana Pyruvate Kinase (LmPK); AID 1721, 2009; 290,000 compounds, 0.37% hits; Potency, µM (doses to about 57.5 µM), without a hit: at the top dose activity change, negative = inhibition, most hits filed as inhibitors; purified LmPK, Kinase-Glo ATP luminescence, 1 h; Q27686; further: potency means the concentration at half of the fitted maximal effect
Target sequence (Q27686 whole entry, looked up): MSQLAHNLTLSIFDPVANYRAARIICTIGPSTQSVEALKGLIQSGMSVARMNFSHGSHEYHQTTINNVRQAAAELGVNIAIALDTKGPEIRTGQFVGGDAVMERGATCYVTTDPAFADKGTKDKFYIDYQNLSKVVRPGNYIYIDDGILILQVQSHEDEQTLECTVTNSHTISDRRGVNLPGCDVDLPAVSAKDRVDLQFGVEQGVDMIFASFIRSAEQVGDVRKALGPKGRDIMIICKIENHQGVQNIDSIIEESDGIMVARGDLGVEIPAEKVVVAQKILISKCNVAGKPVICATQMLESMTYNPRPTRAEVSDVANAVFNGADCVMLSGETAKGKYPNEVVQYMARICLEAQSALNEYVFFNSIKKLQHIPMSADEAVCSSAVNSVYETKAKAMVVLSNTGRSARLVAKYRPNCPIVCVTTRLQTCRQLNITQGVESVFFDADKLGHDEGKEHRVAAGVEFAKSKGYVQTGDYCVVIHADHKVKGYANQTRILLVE
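Kinase-Glo luminescence read after 1 h RT reaction of 0.1 nM LmPK with 0.5 mM PEP and 0.1 mM ADP. Activity scaled between uninhibited and enzyme-free controls.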
AmpC inh detg – qHTS Inhibitors of AmpC Beta-Lactamase (assay with detergent); AID 485294, 2010; AmpC hydrolysis of nitrocefin, absorbance 480 nm, 0.01% Triton; Potency, µM (titrated, usually from 114 µM), for the others: top-dose activity change, negative = inhibition, hits mostly inhibitors; P00811; 370,000 compounds, 0.041% hits;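 further: potency means the concentration at half of the fitted maximal effect; 0% = no-compound wells and -100% = no-enzyme wells; nearly all actives have a fitted effect of over 25% in size; some results filed as inactive show a strong effect at the top dose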
Target sequence (P00811 whole entry, looked up): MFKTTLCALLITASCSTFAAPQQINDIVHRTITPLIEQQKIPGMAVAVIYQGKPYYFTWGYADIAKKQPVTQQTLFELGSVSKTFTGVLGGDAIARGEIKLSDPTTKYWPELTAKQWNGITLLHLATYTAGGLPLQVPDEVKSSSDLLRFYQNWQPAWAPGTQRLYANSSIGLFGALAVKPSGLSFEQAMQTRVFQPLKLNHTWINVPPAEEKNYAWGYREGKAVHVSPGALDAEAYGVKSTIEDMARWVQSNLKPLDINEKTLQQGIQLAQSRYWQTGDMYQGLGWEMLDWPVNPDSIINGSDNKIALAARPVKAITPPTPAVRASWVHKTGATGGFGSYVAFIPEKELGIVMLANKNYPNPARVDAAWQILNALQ
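AmpC (5.3 nM in the dispensed reagent) in 20 mM phosphate pH 7.0 with 0.01% (detergent screen) or 0.0001% Triton X-100 was preincubated with compounds for 15 min at room temperature. Nitrocefin was then added from an 800 uM solution, and hydrolysis was followed at 480 nm.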
HCV inhibitor – qHTS Assay for Inhibitors of Hepatitis C Virus (HCV) | Huh7.5.1 HCVcc-Cre infection, luciferase reporter, 44 h | Potency, µM (top dose mostly 41.8 µM), inactives show at the top dose activity change, negative = inhibition, actives largely listed as inhibitors | 340,000 compounds, 3.4% hits; further: potency means the concentration at half of the fitted maximal effect
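Antiviral activity was scored by luciferase reporter output from cells infected with HCVcc-Cre (~0.5 moi) in presence of compound, 44 h infection period, cells seeded 1,000/well 4 h prior.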
AMA1-RON2 inh – qHTS for Inhibitors of AMA1-RON; Towards Development of Antimalarial Drug Lead: Primary Screen; AID 720542, 2013; 360,000 compounds, 0.2% hits; Potency, µM (titrated, usually from 58.2 µM), for the others: at the top dose activity change, negative = inhibition, hits mostly inhibitors; AlphaScreen AMA1-biotinylated RON2 peptide binding;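 further: potency means the concentration at half of the fitted maximal effect; 0% = vehicle wells and -100% = peptide control; nearly all actives have a fitted effect of over 45% in size; some results filed as inactive show a strong effect at the top dose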
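AMA1 (3D7) with his tag at 25 nM final met compounds first, then biotinylated RON2 peptide at 25 nM; detection used donor plus acceptor beads, 10 µg/mL apiece, read by AlphaScreen after 30 min at room temperature.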
AmpC inh no detg – qHTS Inhibitors of AmpC Beta-Lactamase (assay without detergent). P00811. 330,000 compounds, 0.52% hits. AID 485341, 2010. Potency, µM (top dose mostly 57.1 µM), without a hit: at the highest dose activity change, negative = inhibition, usual class: inhibitors. AmpC nitrocefin hydrolysis, absorbance 480 nm, 0.0001% Triton;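 further: potency means the concentration at half of the fitted maximal effect; plate controls were no compound for no effect and no enzyme for full effect; nearly all actives have a fitted effect of over 20% in size; some results filed as inactive show a strong effect at the top dose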
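20 mM phosphate pH 7.0 + 0.01% (detergent screen) or 0.0001% Triton X-100; 5.3 nM AmpC reagent; cpd preinc 15 min RT; nitrocefin (800 uM stock) to start; A480 q20 s × 4 min; Activity was normalised to no-enzyme and no-compound control wells.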
An asterisk follows results filed as active; ? = inconclusive; . = no result given; [ ] = dose if it differs, or a comment. Unless noted, the call rests on the fitted dose curve; in most records, active means well fitted curve in the direction sought with a large enough effect; inconclusive means small, poorly fitted or top-dose-only effect, or another doubt; inactive means no such curve, though single readings can be large; an effect the other way counts as inactive or inconclusive. Unless noted, on the % scale 0 is the no-effect control and ±100 the full control effect.

compound | LmPK inhibitor | TbPYK inhibitor | HCV inhibitor | AMA1-RON2 inh | AmpC inh no detg | AmpC inh detg | HCMV antiviral
Cc1c(NC(=S)N2CCN(c3cccc(Cl)c3)CC2)c(=O)n(-c2ccccc2)n1C | 1% | -6% | -26% | 6% | 35% | -7% | -31
CN(CC(=O)Nc1ccc(S(=O)(=O)N2CCCC2)cc1)Cc1ccc(Cl)cc1Cl | -1% | 0% | ? | 4% | 15% | ? | -36
O=C(c1ccc2nc(-c3ccco3)c(-c3ccco3)nc2c1)N1CCN(c2ccccc2)CC1 | 0% | -23% | ? | -24% | 95%[activator] | ? | -108*
CCOC(=O)c1[nH]cnc1C(=O)Nc1ccc([N+](=O)[O-])cc1 | 10% | -2% | 1% | 4% | -41% | -2% | ?
O=C(COC(=O)c1sc2cc(Cl)ccc2c1Cl)Nc1ncc(Cl)cc1Cl | 6% | . | . | . | -29% | -9% | ?
O=C(CSc1nc2c(sc3ccccc32)c(=O)n1CCCN1CCCC1)NCC1CCCO1 (stereo unspecified) | 4% | . | ? | -7% | 113%[activator] | 3% | -37
C[C@H](CO)N1C[C@H](C)[C@@H](CN(C)Cc2ccncc2)Oc2c(cccc2N(C)C)C1=O | . | -3% | 16% | -5% | -5% | . | 3
Cc1cc(C)n2c(SCC(=O)N3CCN(S(=O)(=O)c4ccc(Cl)cc4)CC3)nnc2n1 | 6% | -3% | 1% | -7% | 52% | 9% | -73*
COc1cccc(-c2c3c([nH]c(=O)c2C#N)CCc2cc(OC)ccc2-3)c1 | 8% | -2% | 2% | -4% | -17% | 7% | .
O=S(=O)(c1ccc(-c2ccccc2)cc1)N1CCCC1 | 4% | -1% | -13% | -2% | -29% | -4% | -13
c1ccc2c(CCc3ccncc3)cccc2c1 | . | 5% | 3% | 32%[activator] | . | . | -1
Cc1ccccc1Nc1cc(C(=O)NC2CCCCC2)c2ccccc2n1 | . | 2% | . | . | . | 2% | -9
CCOC(=O)C(=Cc1cc(=O)c(OC)co1)C(=O)OCC | -7% | ? | 10µM* | -5% | -5% | -10% | -84*
O=C(Nc1ncc2c(n1)-c1ccccc1CC2)c1ccc(F)cc1 | 2% | 2% | -30% | 1% | -26% | -16% | 13
CCOC(=O)c1cc(-c2ccccc2)n(-c2cccc(C(=O)N(CC)c3ccccc3)c2)c1C | . | -8%[15.4 µM] | . | . | . | -5% | 0
NC(=O)C1CCCN(C(=O)c2ccc3oc(Cc4ccc(Cl)cc4)nc3c2)C1 (stereo unspecified) | 0% | -4% | 7% | 0% | 68%[activator] | 4% | -32
CCC1(C)Cc2c(sc3c2c2ncnn2c2nnc(SCC(=O)NCc4ccco4)n32)CO1 (stereo unspecified) | 6% | -2% | ? | -8% | 2% | -19% | -23
CSc1nc(N2CCN(c3ccccc3Cl)CC2)c2ccccc2n1 | -4% | -9% | ? | -6% | -6% | 11% | ?
CCOC(=O)c1nnn(CC(=O)Nc2cc(Cl)ccc2C)c1C(=O)OCC | -2% | -5% | -3% | 36%[activator] | 1% | ? | 4
CNS(=O)(=O)c1cccc(C(=O)OCCCC(=O)c2ccccc2)c1 | . | -3% | ? | -13% | -16% | -6% | -29
CC(=O)c1cccc(NC(=O)c2sc(-n3nc(C)c(Cc4ccccc4)c3C)nc2C)c1 | . | -9% | . | . | . | 20% | -61*
CCC(=O)N/C=C/n1cnc2cc(C(F)(F)F)ccc21 | -4% | -17% | -22% | 10% | 1% | -16% | 12
O=C(O)c1ccccc1C(=O)NCC(O)c1ccccc1 (stereo unspecified) | 4% | -3% | 7% | 5% | 182%[activator] | -2% | 9
CCC(=O)N1CCc2cc(Br)cc(S(=O)(=O)N3CCC(C(=O)N(CC)CC)CC3)c21 | . | -8% | . | . | . | 0% | -1
C=CCn1c(O)c(C(CC)=Nc2ccc(C(=O)O)cc2)c(=O)[nH]c1=O | 1% | -2% | -3% | 7% | -13% | -1% | 32
COc1ccc(C(=O)NC(=S)N2CCOCC2)cc1[N+](=O)[O-] | -8% | ? | -5% | 90%[activator] | -8% | 1% | -25
COc1ccc(NC2=C(NCCO)C(=O)c3ccccc3C2=O)cc1 | -16% | -10% | ? | ? | -10% | -4% | 67
Cc1ccc(CNC(=O)CSc2nc(=O)n(Cc3ccco3)c3c2CCC3)cc1 | . | 4% | . | . | . | 3% | -28
COc1cccc(Nc2nc(N)c([N+](=O)[O-])c(NCc3ccccc3)n2)c1 | 3% | 4% | ? | -13% | -35% | 1% | ?
COc1cc(C2N3CC4(C)CN2CC(C)(C3)C4)ccc1O (stereo unspecified) | -2% | -8% | -1% | 21% | -12% | 0% | 29
CN(C)S(=O)(=O)N1CCN(C(=O)N2CCCCCC2)CC1 | 0% | 10% | 17% | -5% | -4% | ? | 9
O=C(NCc1ccccc1Cl)C(=O)NCC(c1ccco1)N1CCOCC1 (stereo unspecified) | 7% | 0% | -5% | 6% | 13% | -11% | -12
O=C(NCC1CCCN(Cc2ccc3c(c2)OCCO3)C1)c1ccc2c(c1)OCO2 (stereo unspecified) | -1% | 1% | -12% | -6% | -15% | -4% | 85
COc1cc(C(=O)N(C)CC2CCN(CCc3cccc(C(F)(F)F)c3)CC2)ccc1C | 0% | 4% | ? | 5% | 126%[activator] | 0% | -18
COc1ccc(S(=O)(=O)N2CCN(c3cnccn3)CC2)cc1OC | . | -21% | 37%[activator] | 0% | -4% | . | 39
CCCNC(=O)C1(C)CCN1C(=O)Cc1ccc(-c2ccccc2)cc1 (stereo unspecified) | . | 4% | . | -1% | . | . | -2
Cc1cccc(NS(=O)(=O)c2ccc(C)c(C(N)=O)c2)c1 | -1% | -2% | 1% | -8% | -15% | 5% | .
Cc1[nH]n(-c2ccc([N+](=O)[O-])cc2)c(=O)c1C=NCCN1CCN(C(=O)C(C)C)CC1 | 14µM* | -10% | 8% | 54%[activator] | -15% | 2% | 61
CCN(CC)C(=O)CSc1nnc(COc2ccc(OC)cc2)n1N | -5% | 6% | 19% | -4% | -11% | -6% | -17
O=C(c1ccc2nc[nH]c2c1)N1CCN(S(=O)(=O)c2cccc(F)c2)CC1 | . | -1% | 3% | 6% | -45% | -12% | -14
O=S(=O)(Cc1ccccc1)N1CCn2c(nc3ccccc32)C1 | 7% | 0% | 1% | -1% | -3% | -9% | -14
Cc1cccc(NC(=O)Cc2ccc(Br)cc2)n1 | 1% | 9% | 11% | 0% | -27% | ? | 52
COc1ccc(Br)cc1CN1CCN(C(=O)c2cccc(OC)c2OC)CC1 | 2% | -1% | -25% | -14% | 167%[activator] | -1% | ?
COc1ccc(OCC(O)CN2CCCCCC2)cc1 (stereo unspecified) | -3% | 3% | -2% | -3% | -34% | ? | 15
CCOC(=O)C(=O)N=Nc1c(O)[nH]c2ccccc12 | -4% | -9% | 1% | 51%[activator] | -24% | -17% | 20
C[C@H](CO)N1C[C@H](C)[C@H](CN(C)C(=O)c2ccncc2)OCc2cnnn2CCCC1=O | . | 7% | . | -3% | . | . | -5
CCCC(=O)N(C1CC(C)C(C#N)(C#N)C1(C#N)C#N)N(C)C (stereo unspecified) | -6% | -3% | ? | -7% | 22% | 9% | -90*
Cc1ccccc1NC(=O)Cc1nc(CSc2nnc(C3CCCCC3)n2N)cs1 | 0% | -5% | -5% | 44%[activator] | -3% | -15% | -8
O=C1COc2ccc(C(=O)COC(=O)c3cccnc3Cl)cc2N1 | -7% | 6% | 17% | -28% | -20% | 3% | -14
CCOc1c(N2CC(C)OC(C)C2)c(=O)c1=O (stereo unspecified) | -3% | -15% | 3% | 26% | -13% | -2% | 30

Continuation.
compound | LmPK inhibitor | TbPYK inhibitor | HCV inhibitor | AMA1-RON2 inh | AmpC inh no detg | AmpC inh detg | HCMV antiviral
CCOC(=O)C1(C)CCN1C(=O)c1cc(F)ccc1C (stereo unspecified) | . | -4% | . | 2% | . | . | -6
COc1cc(/C=C/C(=O)c2ccc(NS(=O)(=O)c3ccc(C)cc3)cc2)cc(OC)c1O | 0% | -5% | ? | 6%[11.6 µM] | -7% | -8% | -101*
CCCCOc1ccc(-c2nnc(-c3ccco3)o2)cc1 | -7% | -1% | -6% | -2% | 29% | -9% | 56
CCN(CC)S(=O)(=O)c1cccc(-c2nc3n(n2)Cc2ccccc2-3)c1 | 0% | 5% | ? | -6% | -21% | -6% | 3
COc1ccc(NC(=O)CSc2nc(-c3ccncc3)nn2CC(=O)N2CCCC2)cc1 | 1% | -15% | 16% | -16% | -3% | -17% | 15
COc1ccccc1NCCC(=O)OCC(=O)Nc1ccccc1Cl | . | 4% | 11% | ? | -11% | . | 11
CC[C@H](C)[C@H](NS(=O)(=O)c1ccc(C)cc1)C(=O)N1CCC(C(=O)N[C@@H](C)C(=O)O)CC1 | 5% | 5% | 14% | 21% | -23% | -13% | 29
Cc1nc(-c2cccc(NC(=O)Nc3ccc([N+](=O)[O-])cc3)c2)no1 | . | -10% | . | . | . | 0% | -99*
CC(=O)c1ccc(N2CCN(S(=O)(=O)c3cc(-c4onc(C)c4C)ccc3C)CC2)cc1 | . | -11% | . | . | . | 3% | -67*
CCCC(=O)Nc1ccc(N2CCN(S(C)(=O)=O)CC2)cc1 | -2% | 3% | 13% | -3% | -7% | -9% | -5
COc1ccc(S(=O)(=O)N2CCN(CC(=O)NC(Cc3ccccc3)C(C)=O)CC2)cc1 (stereo unspecified) | . | 0% | -4% | 0% | 144%[activator] | . | 0
Cc1ccc(-n2c(=O)[nH]cc(C(=O)Nc3ccc4c(c3)OCO4)c2=O)cc1C | 3% | -7% | 12% | 5% | -44% | ? | -24
CCN(CC)CCC(C)OC(=O)c1ccc(O)cc1O (stereo unspecified) | -2% | 0% | 15% | -1% | -14% | -1% | 46
CCCN(CCC)CCCNS(=O)(=O)c1cc(Br)cc2c1N(C(C)=O)CC2 | 3% | 12% | -35% | -9% | -7% | 0% | 16

Part of the list above, with each value named.
SMILES: CCN(CC)S(=O)(=O)c1cccc(-c2nc3n(n2)Cc2ccccc2-3)c1
  LmPK inhibitor: 0%
  TbPYK inhibitor: 5%
  HCV inhibitor: ?
  AMA1-RON2 inh: -6%
  AmpC inh no detg: -21%
  AmpC inh detg: -6%
  HCMV antiviral: 3

SMILES: CCN(CC)CCC(C)OC(=O)c1ccc(O)cc1O (stereo unspecified)
  LmPK inhibitor: -2%
  TbPYK inhibitor: 0%
  HCV inhibitor: 15%
  AMA1-RON2 inh: -1%
  AmpC inh no detg: -14%
  AmpC inh detg: -1%
  HCMV antiviral: 46
